Bioassay records from PubChem.
NPC1 prom act = qHTS Assay for NPC1 Promoter Activators. hit rate 2.4% among 320,000. Potency, µM (titrated, usually from 9.22 µM), without a hit: at the top dose activation, most hits filed as activators. Huh7 NPC1 promoter luciferase reporter, 24 h;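 note: potency is the fitted concentration of half-maximal effect; % of control where 0% means no effect; nearly all actives have a fitted effect of over 60% in size; reporter is driven by a mutant NPC1 promoter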
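Cells: Huh7 expressing luciferase under the NPC1 promoter, 1500/well. Seeded 2 h, compound added, incubated 24 h at 37 °C. Luciferase reagent, 10 min ambient, then luminescence.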
ELG1 genotoxic = qHTS screen for small molecules that induce genotoxicity in human embryonic kidney (HEK293T) cells expressing luciferase-tagged ELG1; hit rate 1.3% among 330,000; HEK293T ELG1-luciferase reporter, luminescence, 16 h; AID 504466, 2011; Potency, µM (doses to about 46 µM), for inactives: top-dose activity change, positive = activation, hits mostly activators; note: potency is the fitted concentration of half-maximal effect; % of control where 0% means no effect; nearly all actives have a fitted effect of over 60% in size
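Luminescence read-out: rising ELG1-luciferase signal, reflecting elevated ELG1 protein under genetic stress, flags genotoxic compounds. Cells were treated for 16 hr at 37 °C before ONE-Glo detection.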
RORgamma inh = qHTS for inhibitors of ROR gamma transcriptional activity | Drosophila S2 Gal4-RORgamma UAS-luciferase reporter, 20 h | Potency, µM (highest dose often 53.6 µM), without a hit: at the top dose activity change, negative = inhibition, most hits filed as inhibitors | hit rate 5.4% among 310,000 | AID 2551, 2010; note: potency is the fitted concentration of half-maximal effect; % is set by controls: 0 for no effect and ±100 for the full control effect; nearly all actives have a fitted effect of over 60% in size
Target sequence (P51450 whole entry, looked up, the tested form may be a part): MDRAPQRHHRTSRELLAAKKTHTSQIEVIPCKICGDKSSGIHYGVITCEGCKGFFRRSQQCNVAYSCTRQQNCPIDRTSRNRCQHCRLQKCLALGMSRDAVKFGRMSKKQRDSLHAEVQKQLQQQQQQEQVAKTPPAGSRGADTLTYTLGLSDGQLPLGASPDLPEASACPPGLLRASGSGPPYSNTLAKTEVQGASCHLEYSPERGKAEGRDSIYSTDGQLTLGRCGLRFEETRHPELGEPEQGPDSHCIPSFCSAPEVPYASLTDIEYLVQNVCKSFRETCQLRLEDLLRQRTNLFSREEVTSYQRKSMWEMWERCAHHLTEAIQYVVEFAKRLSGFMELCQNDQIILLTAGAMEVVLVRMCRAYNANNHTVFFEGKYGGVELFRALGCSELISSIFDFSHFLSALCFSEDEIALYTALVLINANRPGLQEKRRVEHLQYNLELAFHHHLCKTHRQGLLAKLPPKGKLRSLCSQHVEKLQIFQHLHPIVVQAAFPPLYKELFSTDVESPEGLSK
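ROR gamma transcriptional activity was tracked as Gal4-UAS luciferase output in stably transfected Drosophila Schneider cells, with compound added 1 hr before 700 uM copper sulfate induction and a 20 hr ambient-temperature incubation.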
BRCA1 expr up = qHTS Assay to Identify Small Molecule Activators of BRCA1 Expression | MCF7-BRCA1-FFLuc reporter, luminescence, 48 h; response scale: scaled: vehicle 0%, 10 µM genistein 100% | hit rate 1.1% among 380,000 | Potency, µM (doses to about 46.1 µM), without a hit: at the top dose activation, most hits filed as activators; note: potency is the fitted concentration of half-maximal effect; nearly all actives have a fitted effect of over 80% in size; some results filed as inactive show a strong effect at the top dose
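Luminescence from a BRCA1-driven firefly luciferase in MCF7 cells was the read-out, taken 15 min after substrate addition following 48 h compound exposure at 37 °C. Data were normalized to a 10 microM genistein control and DMSO vehicle.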
VP16 counter = VP16 counterscreen qHTS for inhibitors of ROR gamma transcriptional activity; Drosophila S2 Gal4-VP16 UAS-luciferase, luminescence, 20 h; AID 2546, 2010; Potency, µM (titrated, usually from 53.6 µM), for the others: top-dose activity, negative = inhibition, actives largely listed as inhibitors; hit rate 3.5% among 310,000;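 note: Gal4-VP16 expression switched on by copper sulfate through the metallothionein promoter; potency is the fitted concentration of half-maximal effect; % is set by controls: 0 for no effect and ±100 for the full control effect; nearly all actives have a fitted effect of over 50% in size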
Giardia kill = Small Molecules that selectively kill Giardia lamblia: qHTS; Giardia lamblia trophozoite viability; activity change, % at 7.66 µM, hits read low; hit rate 0.15% among 340,000; AID 540267, 2011; in the data active = activity change below about -80%; inconclusive = between about -30% and that limit;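 note: parasites exposed to compound for two days anaerobically before the ATP read; % is set by controls: 0 for no effect and ±100 for the full control effect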
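Media and compound were dispensed first, then trophozoites at 100 cells/well; plates sat 48 hrs at 37 deg C without oxygen before ATP luminescence reagent was added and read after 15-30 min at room temperature.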
FLuc modulator = qHTS profiling assay for firefly luciferase inhibitor/activator using purifed enzyme and Km concentrations of substrates (counterscreen for miR-21 project) | Luciferin 4-monooxygenase (Photinus pyralis), P08659 | purified FLuc, Km substrates, luminescence inhibition | Potency, µM (titrated, usually from 57.5 µM), without a hit: top-dose activity change, negative = inhibition, actives largely listed as inhibitors | hit rate 6.9% among 360,000 | AID 588342, 2011;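 note: potency is the fitted concentration of half-maximal effect; plate controls were vehicle for no effect and reference inhibitor for full effect; nearly all actives have a fitted effect of over 55% in size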
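Purified P. pyralis luciferase, 10 nM final, with Km-level 10 uM D-luciferin and 10 uM ATP in 50 mM Tris acetate pH 7.5, 10 mM Mg acetate, 0.01% Tween-20, 0.05% BSA; 6-point qHTS titration about 60 µM downward; luminescence read.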
p53 reactivator = qHTS assay for re-activators of p53 using a Luc reporter; hit rate 0.063% among 320,000; AID 504706, 2011; H1299 p53-A138V BP100-luciferase reporter, luminescence, 24 h; Potency, µM (titrated, usually from 92.2 µM), inactives show at the highest dose activity change, positive = activation, hits mostly activators; note: potency is the fitted concentration of half-maximal effect; % of control where 0% means no effect; nearly all actives have a fitted effect of over 45% in size
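p53-null H1299 cells stably carrying temperature-sensitive p53-A138V and a BP100-luciferase reporter were pinned with compounds (4-point, 1:5 series) and held 24 hrs at 37 deg C. Luminescence was read 10 min after detection reagent.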
Rab9 prom act = qHTS Assay for Rab9 Promoter Activators; Huh7 Rab9 promoter-luciferase reporter, luminescence, 24 h; Potency, µM (highest dose often 9.22 µM), for inactives: at the highest dose activation, negative = inhibition, hits mostly activators; hit rate 2.8% among 320,000; note: potency is the fitted concentration of half-maximal effect; % of control where 0% means no effect; nearly all actives have a fitted effect of over 60% in size
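Huh7 cells stably carrying Rab9 promoter–luciferase reporter, plated 1500 cells/well, compound added after 2 h and incubated 24 h at 37 °C; luciferase luminescence then read after 10 min with detection reagent.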
PKM2 activator = qHTS Assay for Activators of Human Muscle isoform 2 Pyruvate Kinase; Pyruvate kinase PKM (Homo sapiens), P14618; AID 1631, 2009; hit rate 0.34% among 260,000; purified PKM2, Kinase-Glo ATP luminescence, activation; response scale: 0% is enzyme alone, no compound; Potency, µM (top dose mostly 57.5 µM), for inactives: at the top dose activation, most hits filed as activators; note: potency is the fitted concentration of half-maximal effect; % is set by controls: 0 for no effect and ±100 for the full control effect; nearly all actives have a fitted effect of over 55% in size
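Purified hPK-M2 (>95%) run at intermediate activity with 0.1 mM ADP and 0.5 mM PEP in 50 mM imidazole pH 7.2, KCl, MgCl2; 1 h room temperature. ATP formed read by Kinase-Glo luminescence; normalized to uninhibited and no-enzyme controls.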
Menin MLL FP TR = qHTS Assay for Inhibitors Targeting the Menin-MLL Interaction in MLL Related Leukemias: Competition With Texas Red Labeled MLL-derived Mutant Peptide; AID 1768, 2009; hit rate 0.23% among 270,000; Menin + Texas Red MLL mutant peptide, fluorescence polarization; Potency, µM (doses to about 61.6 µM), inactives show top-dose FP activity change, negative = inhibition, usual class: inhibitors; O00255; active = well fitted inhibition curve with a large enough effect in the polarisation, with a control signal flat, not every such curve was filed as active; inconclusive = small, poorly fitted or top-dose-only effect, or effect the other way, or a change in a side signal; inactive = no such curve, though single readings can be large or run the other way; the % refers to the polarisation; note: potency is the fitted concentration of half-maximal effect; % of control where 0% means no effect; many of its hits are not listed in these tables
Target sequence (O00255 whole entry, looked up): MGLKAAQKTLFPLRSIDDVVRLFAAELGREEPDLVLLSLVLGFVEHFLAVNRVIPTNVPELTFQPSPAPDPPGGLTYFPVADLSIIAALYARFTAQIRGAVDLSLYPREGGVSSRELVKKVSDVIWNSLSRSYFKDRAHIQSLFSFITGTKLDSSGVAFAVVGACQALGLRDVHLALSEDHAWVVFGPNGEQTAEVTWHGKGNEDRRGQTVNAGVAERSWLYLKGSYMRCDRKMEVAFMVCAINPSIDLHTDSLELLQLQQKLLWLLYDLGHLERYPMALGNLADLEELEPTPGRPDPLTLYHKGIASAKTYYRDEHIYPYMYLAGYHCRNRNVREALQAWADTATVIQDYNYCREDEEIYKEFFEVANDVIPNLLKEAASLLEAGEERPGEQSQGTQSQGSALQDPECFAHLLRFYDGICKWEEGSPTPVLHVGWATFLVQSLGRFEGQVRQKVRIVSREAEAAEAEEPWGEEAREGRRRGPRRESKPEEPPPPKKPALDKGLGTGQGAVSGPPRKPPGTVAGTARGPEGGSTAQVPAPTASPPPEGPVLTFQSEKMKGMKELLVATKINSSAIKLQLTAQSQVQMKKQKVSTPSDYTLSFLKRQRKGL
Active calls of the source: *; ? = inconclusive; . = not tested or not shown; & = joins results of further samples; [ ] = dose if it differs, or a comment. Unless noted, calls come from the whole dose curve; as a rule, active = well fitted curve in the direction sought with a large enough effect; inconclusive = small, poorly fitted or top-dose-only effect, or another doubt; inactive = no such curve, though single readings can be large; an effect the other way counts as inactive or inconclusive. Some of the compounds tested (hit frequency here may not be typical).

SMILES	NPC1 prom act	ELG1 genotoxic	RORgamma inh	BRCA1 expr up	VP16 counter	Giardia kill	FLuc modulator	p53 reactivator	Rab9 prom act	PKM2 activator	Menin MLL FP TR
NC(=O)SCC(=O)Nc1ccc(Cl)c(Cl)c1	-5%	-7%	?	-38%	?	18	2%	-37%[inhibitor]	3%	-2%	0%
S=c1[nH]nc(-c2ccccc2)n1/N=C/C=C/c1ccco1	-1%	0%	2.8µM*	-20%	3.2µM*	10	-1%	12%	2%	-2%	?
CN1CCN(/C=N/c2c(C#N)cnn2Cc2ccccc2)CC1	12%	4%	0%[10 µM]	-4%	-2%	24	-3%	-3%	-5%	1%	-9%
COc1ccc(OC)c(/C=C2\SC(=S)N(N3CCOCC3)C2=O)c1	-1%	-1%	0%	-11%	3%	-21	-18%	-3%	16%	1%	.
CSCCC(NC(=O)c1ccccc1Cl)C(=O)Nc1ccncc1 (configuration not stated)	-1%	0%	.	-25%	.	1	1%	-3%	1%	.	.
COC(=O)[C@H](CCSC)NC(=O)Cn1ccc(NC(=O)OCc2ccccc2)nc1=O	2%	2%	.	0%	.	0	-9%	4%	0%	.	.
Cc1ccc(C(=O)NC2CC(C)(C)NC(C)(C)C2)cc1S(=O)(=O)N1CCCCC1	-8%	14%	.	-20%	.	4	-1%	-6%	2%	.	.
Cc1cccc(C2=NN(c3ccccc3)[C@H](CO)[C@H]2c2ccc(F)cc2)c1	.	0%	25%	0%	1%	-2	.	11%	.	.	?
COCCCC1CCN(C(=O)C2CCC(=O)N(CCc3ccccc3)C2)CC1 (configuration not stated)	25%	?	42%	31%	21%	21	?	?	?	0%	-15%
COc1ccccc1NC(=O)C(=N\O)/C(C)=N/O	7%	2%	?	-66%	3%	6	2%	-6%	-8%	-6%	-1%
Cc1cccc(-c2noc(CN(C)C(=O)COc3ccccc3)n2)c1	-3%	2%	.	0%	.	-21	-8%	.	2%	-1%	0%
Fc1cccc(-c2cc3nc(-c4ccccc4)cc(N4CCC5(CC4)OCCO5)n3n2)c1	-5%	-8%	19%	-25%	-9%	-2	4%	-3%	-11%	1%	-8%
Cc1c(NC(=O)C(C)N2CC(C)OC(C)C2)c(=O)n(-c2ccccc2)n1C (configuration not stated)	0%	7%	8%	3%	0%	6	0%	0%	0%	1%	?
CC1=CC(=NOC(=O)/C=C/c2ccccc2)C=C(C)C1=O	0%	4%	?	-23%	?	-12	?	-14%	0%	9%	3%
C=CCn1c(=NC(=O)c2ccc(S(=O)(=O)N3CCc4ccccc4C3)cc2)sc2cc(S(N)(=O)=O)ccc21	-2%	0%	-16%	-53%	-20%	-9	0%	-27%	-7%	-1%	-23%
O=C(NC(=S)N1CCN(Cc2ccccc2)CC1)c1ccccc1	1%	-2%	1µM*	1%	3.5µM*	-15	1%	25%	-16%	-6%	-18%
O=C(NCCN1CCOCC1)c1ccc(CS(=O)c2ccccc2Cl)o1 (configuration not stated)	-4%	2%	-6%	0%	0%	-1	-2%	0%	1%	.	.
Cc1ccc(C2=NN(Cc3nnc(-c4ccccc4)o3)C(=O)SC2)cc1	-2%	0%	-1%	-3%	2%	-5	-13%	1%	-5%	3%	-1%
COc1ccc(S(=O)(=O)N2CCCCCC2)cc1C(=O)N(C)CC(=O)Nc1ccccc1C(F)(F)F	-4%	-1%	.	-7%	.	1	0%	-3%	-3%	.	.
CCN(CC)CCNC(=O)c1ccc(CS(=O)(=O)c2ccccc2C)o1	2%	-4%	0%	9%	-12%	0	1%	-3%	-13%	.	-15%
CC(=O)c1cccc(NC(=O)c2ccccc2N(Cc2ccccc2)S(C)(=O)=O)c1	2%	-3%	12%	-24%	6%	7	-1%	-6%	-2%	-1%[11.5 µM]	-20%
Cc1ccc(NNC(=O)c2c(F)cccc2Cl)cc1Cl	-7%	-1%	-19%	-1%	-18%	2	3%	-5%	-5%	-1%	.
Cc1noc(C)c1CSCC(=O)Oc1ccc(N(C)S(=O)(=O)c2ccc(Cl)cc2)cc1	1%	-2%	.	1%	.	41[activator]	-1%	-7%	-1%	.	.
O=C(Nc1cccc(S(=O)(=O)N2CCCCCC2)c1)c1ccc2c(c1)OCO2	3%	-10%	?	-79%	-26%	-8	?	7%	-2%	1%	5%
Cc1cc(CNC(=O)CC2C(=O)NCCN2Cc2ccccc2C(F)(F)F)on1 (configuration not stated)	-4%	0%	-13%	3%	-3%	28	4%	1%	-7%	2%	-2%
CN1CC(=O)Nc2ccc(Br)cc2C1=O	-2%	0%	-2%	3%	1%	6	2%	2%	-2%[1.84 µM]	.	67%[activator]
Cc1cc(C)cc(NC(=S)NCCCO)c1	-1%	-3%	-40%	5%	-3%	-6	5%	2%	-5%	2%	7%
CCOc1ccccc1NC(=O)c1cccc(NC2=NC3CS(=O)(=O)CC3S2)c1 (configuration not stated)	1%	2%	-10%	0%	5%	-5	2%	.	0%	0%	4%
CCOC(=O)c1cccc(NC(=O)c2cccnc2)c1	10%	-4%	38%	-1%	-2%	1	-5%	-2%	0%	-10%	0%
O=c1[nH]c2ccccc2n2c(-c3ccccc3)nnc12	13%	9%	-18%	-11%&-30%	-19%	1&-9	?	29%	10%	-73%	-17%
O=C(CCC1=NS(=O)(=O)c2ccccc2N1)NC1CCCCCCC1	-3%	3%	22%	40%	-11%	5	-1%	4%	4%	1%	-20%
CCOc1ccc(CCNS(=O)(=O)c2cccc3nsnc23)cc1OCC	1%	0%	3%	-12%	-3%	2	1%	0%	-1%	-2%	-10%
CCc1ccc(-c2cc(C)no2)cc1S(=O)(=O)NCc1ccccc1OC	0%	-5%	-10%	-21%	-1%	-15	1%	-3%	2%	.	33%[activator]
O=C(CNC(=O)c1ccccn1)N/N=C/c1ccccc1	-2%	1%	21%	16%	-10%	3	?	3%	-1%	-4%	-3%
CCOC(=O)N1CCN(Cc2nc(-c3cccs3)no2)CC1	16%	9%	66%	77%	3%	16	-10%	10%	29%	?	1%
CCN1C(=O)c2ccc(C(=O)Nc3ncc(C)s3)cc2C1=O	18%	?	-41%	34%	?	5	1.7µM*	-2%	?	1%	18%
Cc1cccc(NC(=S)NNC(=O)c2ccccc2Br)c1	22%	9%	0.89µM*	1%	?	-7	?	?	3.2µM*	-8%	2%
Cc1ccc(NC(=O)c2ccc3nc(N4CCOCC4)sc3c2)c(Cl)c1	20%	12%	-19%	63%	?	?	-18%	19%	15%	-4%	21%
O=C(O)c1cc(O)ccc1NC(=O)c1cccc2ccccc12	-3%	-5%	1%	0%	-8%	-6	?	3%	3%	-2%	.
CN(C)c1nc(N)c(C(=O)N=C(N)N)nc1Cl	6%[46.1 µM]	.	.	32%	.	23	.	.	-7%[46.1 µM]	.	-6%
Nc1cc2nc3ccccc3oc-2cc1=O	24%	0%	-8%	-87%	-13%	-27	?	-14%	?	0%	.
Cc1cc(=O)n2[nH]c(-c3ccccc3)cc2n1	.	.	-7%	52%	5%	-3	?	.	.	-9%	-10%
O=C(c1ccc(=O)n(Cc2ccc(Cl)c(Cl)c2)c1)N1CCOCC1	6%	2%	?	5%	3%	3	9%	1%	4%	27%	.
O=C(CSc1ncccc1C(=O)O)NCc1ccc(F)cc1	3%	2%	11%	2%	-18%	15	-17%	-3%	0%	0%	-4%
Cc1cc(NS(=O)(=O)Cc2ccccc2)no1	1%	0%	-2%	5%	-10%	6	-1%	-9%	-6%	8%	19%
CC1(C)Cc2ccccc2C(NNC(=O)c2ccccc2)=N1	-1%	1%	-12%	-6%	-8%	16	-4%	21%	3%	0%	5%
CCCCN(C)CCN1C(=O)C2C(C(=O)Nc3cccc(OC)c3)C3C=CC2(O3)C1C(=O)NC1CCCCC1C (configuration not stated)	3%	0%	-23%	-9%	-7%	-13	3%	0%	-8%	-1%	?
O=C1Nc2ccccc2C1=Nc1cccc(Cl)c1	-2%	0%	2%	-16%	-10%	17	0%	.	2%	4%	6%
CC(CCc1ccc(O)cc1)NCc1ccc(Br)cc1 (configuration not stated)	0%	-2%	?	-30%	-6%	-16	-8%	9%	-4%	0%	-5%
NCCCS(=O)(=O)O	2%[46.1 µM]	-2%&-9%	-8%&18%	9%&15%	-9%&-3%	-12&-20	10%&3%	1%&4%	-2%[46.1 µM]	-13%	17%&0%&-1%
Cc1sc2nc(SCC(N)=O)n(C)c(=O)c2c1C	1%	6%	2%	68%	-5%	45[activator]	-2%	-4%	-1%	0%	21%
